CASP6 VEID inh – blocks human caspase-6 cleavage activity | P55212 | 350,000 compounds, 0.53% hits | inhibition, % at 12.5 µM | purified caspase-6, Z-VEID-R110 cleavage fluorescence;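 active = mean inhibition across replicates at least about 35%, with every replicate also reaching that limit, limit read from the data; inconclusive = only one of the two criteria met; inactive = neither criterion met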;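 also: 0% = median of neutral control wells and 100% = no fluorescence left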
Target sequence (P55212 24-179 limits assumed): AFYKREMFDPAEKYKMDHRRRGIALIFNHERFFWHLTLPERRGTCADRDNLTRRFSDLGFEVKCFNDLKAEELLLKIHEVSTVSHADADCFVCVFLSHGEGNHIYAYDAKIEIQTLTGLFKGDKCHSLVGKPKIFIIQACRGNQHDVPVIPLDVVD
Target sequence (P55212 194-293 limits assumed): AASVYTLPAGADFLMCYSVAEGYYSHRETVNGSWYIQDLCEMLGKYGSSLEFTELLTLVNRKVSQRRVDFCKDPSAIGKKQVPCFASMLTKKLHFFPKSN
EWS-Fli inh – inhibitors of EWS/Fli oncoprotein transcriptional activity; A673 NR0B1-luciferase reporter, viability-normalised; inhibition, % at 12.6 µM; 350,000 compounds, 0.67% hits;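 active = mean inhibition of at least 50% after viability correction, with every replicate also passing that limit; inconclusive = mean reaches 50% but only one of two replicates passes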;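 also: firefly luciferase signal divided by Alamar Blue viability fluorescence both relative to DMSO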
LGR2 inh – Drosophila LGR2 receptor signaling inhibition. HEK293 LGR2, CRE-luciferase, bursicon-stimulated, 4 h. inhibition, % at 9.99 µM. 380,000 compounds, 0.35% hits;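 active = drop in luminescence signal, shown as inhibition above about 50% in the replicate tests, limit read from the data, passing the limit was not always enough; inconclusive = probably only some replicates passing the limit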;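 also: agonist challenge used bursicon conditioned medium at about half maximal strength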
SIRT5 block – inhibitors of human sirtuin-5 desuccinylase. Q9NXA8. inhibition, % at 15 µM. 330,000 compounds, 1.1% hits. AID 652115. Purified SirT5, succinyl-peptide AMC, trypsin-coupled fluorescence; in the data active = inhibition above about 15%; inconclusive = no clear call, values can overlap the other calls
Target sequence (Q9NXA8 whole entry, looked up): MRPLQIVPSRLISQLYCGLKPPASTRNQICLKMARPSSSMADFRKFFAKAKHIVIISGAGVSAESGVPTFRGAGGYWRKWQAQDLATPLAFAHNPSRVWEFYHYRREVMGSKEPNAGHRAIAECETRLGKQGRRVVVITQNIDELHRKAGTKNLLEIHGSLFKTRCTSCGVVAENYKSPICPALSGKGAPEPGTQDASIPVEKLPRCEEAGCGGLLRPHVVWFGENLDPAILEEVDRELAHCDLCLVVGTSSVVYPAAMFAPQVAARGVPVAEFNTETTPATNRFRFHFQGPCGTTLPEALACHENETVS
DENV2 CPE – protects cells from dengue virus 2 cytopathic effect. DENV2-infected cells, cytopathic effect rescue, plate reader. CPE inhibition, % at 9.99 µM. 350,000 compounds, 1.7% hits. AID 651640; in the data active = CPE inhibition above about 20%, passing the limit was not always enough; inconclusive = no clear call, values can overlap the other calls; tested in BHK-21 cells;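 also: 0% = median of neutral control wells and 100% = median of positive control wells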
ARNT-TACC3 inh – disruptors of human ARNT/TACC3 interaction | AlphaScreen His-ARNT PAS-B/GST-TACC3 binding, luminescence; TACC3 fragment carries E629A point mutation | inhibition, % at 9.99 µM | 390,000 compounds, 0.66% hits | AID 623870;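 active = mean inhibition of replicates at least 50% and at least half of replicates each reaching 50%; inconclusive = half or more replicates reach 50% but mean below 50%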;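 also: 0% = complete ARNT plus TACC3 wells and 100% = ARNT alone without TACC3; many hits fall short of the cut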
PAX8 inh HTS – lowers PAX8-driven luciferase in RMG-I cells. RMG-I TPO-luciferase reporter, SteadyGlo, 24 h. inhibition, % at 12.6 µM. 360,000 compounds, 1.2% hits. AID 652154;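 active = mean replicate inhibition at least 60% with every replicate also reaching 60%; inconclusive = only one of the two criteria is met; inactive = mean below 60% and not all replicates reaching 60%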;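 also: luciferase light reporting Pax8 driven TPO promoter activity; plate controls were median of neutral control wells for no effect and mitoxantrone controls for full effect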
* hit, by the source's call; ? = inconclusive; . = no result given.

SMILES	CASP6 VEID inh	EWS-Fli inh	LGR2 inh	SIRT5 block	DENV2 CPE	ARNT-TACC3 inh	PAX8 inh HTS
C[C@H](CO)N1C[C@H](C)[C@@H](CN(C)CC2CC2)Oc2ccc(NC(=O)Cn3cnnn3)cc2CC1=O	-2.4	0.5	-6.2	1.0	0.7	-14.7	.
CC(C)COc1cccc(-c2cc(C(=O)N/N=C/c3ccncc3)c3ccccc3n2)c1	-3.3	-83.6	-9.2	-7.4	-1.2	-15.8	.
C/C=C/c1cnc2c(c1)C(=O)N([C@@H](C)CO)C[C@H](C)[C@H](CN(C)Cc1ccc3c(c1)OCO3)O2	0.2	5.4	-7.4	-1.3	-2.3	-10.5	-5.9
CCc1nnc(NC(=O)CCC(=O)NCc2ccccc2Cl)s1	0.4	.	3.1	-2.2	-0.7	-9.5	19.4
COc1ccc(S(=O)(=O)N(C)CC(=O)Nc2cccc(C(C)=O)c2)cc1	-0.6	-3.6	-21.6	-5.4	2.4	-0.2	.
CCOc1ccccc1C1C(C#N)=C(N)Oc2n[nH]c(CC)c21 (centres undefined)	-1.1	0.2	10.4	-1.8	2.0	-0.9	.
O=C(COC(=O)COc1ccccc1[N+](=O)[O-])NC1CCCCC1	-1.0	-6.6	0.2	-0.8	10.3	-25.8	-4.1
Cc1cc(C)n(Cc2cc(C(=O)O)c3ccccc3n2)n1	5.8	-4.3	-7.2	2.7	1.1	-5.5	9.8
Cc1csc(=O)n1CC(=O)OCC(=O)NCc1ccccc1	-1.3	4.0	-6.1	-3.6	-5.6	.	.
CO[C@H]1CC[C@@H]2CCN(C)C(=O)[C@H](C)N(C)C(=O)c3cccc(C#N)c3OC[C@H]1O2	.	-1.1	-14.3	.	.	5.2	11.7
Fc1ccccc1CNc1nc(-c2cccnc2)nc2ccccc12	-0.2	14.3	-12.1	4.6	1.1	.	28.6
O=C(CSc1ccccc1)N1CCN(c2ccccn2)CC1	1.3	-15.1	-29.9	-3.0	2.0	-12.6	5.7
C[C@H](O)[C@@H]1CN2CCc3c([nH]c4ccccc34)[C@@H]2C[C@@H]1N(C)C(=O)Nc1ccccc1	-1.8	6.0	-16.8	-2.2	-0.8	.	13.9
OC1c2c(F)cccc2N=C2CCCCN21 (centres undefined)	-2.4	1.2	-7.3	-10.0	-0.7	.	21.6
Cc1noc(C)c1S(=O)(=O)N(C)C[C@@H]1Oc2ccc(NS(=O)(=O)c3ccc(Cl)cc3)cc2CC(=O)N([C@@H](C)CO)C[C@@H]1C	.	2.1	39.1	0.9	?	-5.1	-15.1
Cc1cccc(NC(=O)CCc2ccccc2)c1	4.8	-11.5	-11.8	1.7	1.2	-5.6	-58.2
CCOC(=O)c1ccc2c(c1)nc(-c1ccccn1)n2CC	-2.7	-21.4	-35.5	-0.9	-5.8	2.0	-97.8
O=C(CN1CCOCC1)N[C@@H]1CC[C@H](CCn2cc(C3CCCCC3)nn2)O[C@@H]1CO	0.6	.	7.7	-0.9	1.0	-18.7	.
COc1ccccc1N1CCN(c2ccc3c(c2)S(=O)(=O)c2cccc(C(=O)NCc4ccc(F)cc4)c2C3=O)CC1	-1.9	-28.5	-8.4	1.5	-1.2	.	-9.0
CCCCC(=O)NC(c1ccccc1Cl)c1c(O)ccc2ccccc12 (centres undefined)	.	.	-0.8	.	.	0.9	12.8
COc1ccc(C2Nc3ccccc3C(=O)N2NS(=O)(=O)c2ccc(C)cc2)cc1OC (centres undefined)	1.0	4.2	-6.6	-7.2	-3.3	-10.1	-2.5
CCOc1ccccc1NC(=S)NCc1cccn1C	-6.3	0.3	23.0	3.9	-6.2	-2.9	-0.1
CNc1ncnc(Sc2ccc(Cl)cc2)c1[N+](=O)[O-]	-1.9	26.8	16.0	-3.7	-12.8	.	-9.8
COc1ccc(CCN2C(=O)N[C@@H](CCC(=O)O)C2=O)cc1	-5.2	2.5	10.0	-0.9	-0.5	-15.4	2.6
Cc1c(CCC(=O)N2CCC[C@H]2C(=O)O)c(=O)oc2c(C)c3oc4c(c3cc12)CCCC4	1.1	26.1	.	.	-13.1	18.4	.
Cc1cc(C)n2c(SCC(=O)N(C)C3CCCCC3)nnc2n1	-3.2	-9.3	-2.3	-3.0	-6.4	-3.8	6.4
COc1ccc(CCN=C(N)NS(=O)(=O)c2ccc(C)c(C)c2)cc1OC	-3.0	-0.7	-8.6	-5.6	-1.5	-7.6	.
COc1ccccc1N(CC(=O)NC1CCCC1)S(=O)(=O)c1cccc(C(F)(F)F)c1	0.5	-3.3	9.6	-0.8	-2.7	-1.0	1.2
O=C(NCc1ccccc1F)C1CCCN(C(=O)Nc2ccccc2)C1 (centres undefined)	4.3	-14.0	1.9	-3.3	5.7	-5.1	-26.3
Cc1ccc(CNC(=O)C2CCC(=O)N(CCc3cccc(F)c3)C2)s1 (centres undefined)	-3.2	-4.3	1.0	-2.0	-0.6	4.7	-27.0

Full records, looked up by structure. Screens in order: CASP6 VEID inh | EWS-Fli inh | LGR2 inh | SIRT5 block | DENV2 CPE | ARNT-TACC3 inh | PAX8 inh HTS
Record of O=C(NCc1ccccc1F)C1CCCN(C(=O)Nc2ccccc2)C1 (centres undefined) = 4.3 | -14.0 | 1.9 | -3.3 | 5.7 | -5.1 | -26.3
Record of COc1ccc(CCN=C(N)NS(=O)(=O)c2ccc(C)c(C)c2)cc1OC = -3.0 | -0.7 | -8.6 | -5.6 | -1.5 | -7.6 | .

The list continues.
SMILES	CASP6 VEID inh	EWS-Fli inh	LGR2 inh	SIRT5 block	DENV2 CPE	ARNT-TACC3 inh	PAX8 inh HTS
Cc1ccc(C)c(N2CCN(S(=O)(=O)c3ccc4c(c3)NC(=O)CS4)CC2)c1	0.0	.	0.6	-2.2	-2.4	-0.7	27.7
O=S(=O)(Nc1ccc(N2CCCCC2)cc1)c1ccc(F)c(F)c1	-1.4	7.5	4.1	-3.0	-3.0	10.7	-1.2
COc1ccc(OC)c(CN2C(=O)c3ccccc3C2c2nnnn2-c2c(C)cccc2C)c1 (centres undefined)	1.3	-3.5	2.8	-2.5	-7.2	.	8.2
C[C@H](CO)N1C[C@H](C)[C@H](CN(C)S(=O)(=O)c2cccs2)OCc2ccccc2-c2ccccc2C1=O	1.6	8.5	-7.6	6.1	-2.8	2.2	-5.0
CC(C)NC(=O)Nc1ccc2c(c1)C(=O)N([C@@H](C)CO)C[C@@H](C)[C@H](CN(C)C(=O)Nc1ccc(F)cc1)O2	13.5	-5.3	-3.1	-2.6	-5.5	-11.3	4.1
Cc1ccccc1NC(=O)Cc1nc(COC(=O)c2ccc(Cl)c(S(N)(=O)=O)c2)cs1	-0.5	1.0	-3.3	-0.4	-5.0	-22.5	7.3
CC(C)C[C@@H](CNCC(=O)[C@H](CC(C)C)NC(=O)c1[nH]cnc1C(=O)N[C@@H](C)CN)NC(=O)c1nc[nH]c1C(=O)N[C@@H](C)C(=O)O	5.9	-3.7	10.7	.	-2.5	15.9	-3.6
CCC(=O)Nc1ccc2c(c1)C(=O)N(C)C[C@H](OC)[C@H](C)CN(Cc1ccncc1)[C@H](C)CO2	.	-0.7	7.8	-5.3	2.1	-1.5	7.1
O=C(COc1ccccc1)Nn1c(-c2ccccc2)nc2ccccc2c1=O	2.6	-22.5	0.1	0.6	-6.6	22.5	36.3
CCOc1ccc(OCC)c(NC(=O)C2CCCN2S(=O)(=O)c2cccc3cccnc23)c1 (centres undefined)	-0.4	3.6	-8.6	.	-7.0	9.0	13.9
COc1cc(/C=C/C(=O)O)cc(Br)c1O	-1.2	-0.6	1.3	1.2	10.1	-3.4	4.9
O=C(NCc1ccco1)C1CCN(C(=O)c2ccc([N+](=O)[O-])cc2)CC1	1.1	.	-0.5	-1.8	17.5	-3.8	12.0
CCCCCCC12C(=Cc3cc(C)ccc31)c1ccccc1C(CC(=O)NCc1ccccc1)N2C(=O)OC (centres undefined)	-0.7	-12.1	.	.	-9.2	.	10.2
CCc1nn2cc(C(=O)c3cc(C)ccc3O)cnc2c1-c1ccc(F)cc1	.	.	11.1	.	.	5.8	-6.0
C/C=C/c1ccccc1[C@H]1[C@@H](CO)N(C(=O)Nc2ccc(OC)cc2)[C@H]1C#N	.	-9.4	4.3	-4.4	-7.4	.	5.0

Seven entries already listed, sorted by their value in ARNT-TACC3 inh, lowest first:
SMILES | ARNT-TACC3 inh
CC(C)COc1cccc(-c2cc(C(=O)N/N=C/c3ccncc3)c3ccccc3n2)c1 | -15.8
O=C(CSc1ccccc1)N1CCN(c2ccccn2)CC1 | -12.6
CC(C)NC(=O)Nc1ccc2c(c1)C(=O)N([C@@H](C)CO)C[C@@H](C)[C@H](CN(C)C(=O)Nc1ccc(F)cc1)O2 | -11.3
C/C=C/c1cnc2c(c1)C(=O)N([C@@H](C)CO)C[C@H](C)[C@H](CN(C)Cc1ccc3c(c1)OCO3)O2 | -10.5
O=C(NCc1ccccc1F)C1CCCN(C(=O)Nc2ccccc2)C1 (centres undefined) | -5.1
CCOc1ccccc1NC(=S)NCc1cccn1C | -2.9
Cc1c(CCC(=O)N2CCC[C@H]2C(=O)O)c(=O)oc2c(C)c3oc4c(c3cc12)CCCC4 | 18.4

Next records.
SMILES	CASP6 VEID inh	EWS-Fli inh	LGR2 inh	SIRT5 block	DENV2 CPE	ARNT-TACC3 inh	PAX8 inh HTS
COc1ccccc1N1CCN(C2CCCN(C(=O)c3ccoc3)C2)CC1 (centres undefined)	0.4	2.0	-8.2	-1.4	0.7	-1.9	2.6
Cc1ccc(N2C(=O)C3CCCN3C2=S)cc1Cl (centres undefined)	-1.3	-2.5	-15.9	-0.9	2.1	-9.0	10.0
CCOC(=O)C1CCN(S(=O)(=O)c2ccc(Cl)nc2)CC1	-1.2	8.1	2.7	-7.6	5.7	-6.0	2.0
CCC(=O)Nc1ccc2c(c1)C(=O)N(C)[C@@H]1CC[C@H](CC(=O)NCC3CCCCC3)O[C@H]1CO2	-0.3	10.9	2.5	2.2	5.4	-4.1	-6.9
COc1cc(OC)cc(C(=O)N2CCN(C3CCC(C)CC3)CC2)c1 (centres undefined)	-0.5	8.3	-0.6	1.2	-4.5	4.0	-17.1
C[C@H]1CN([C@@H](C)CO)C(=O)c2cc(C#Cc3ccccc3F)cnc2O[C@@H]1CN(C)C(=O)Cc1ccccc1	2.1	2.4	7.2	5.5	-8.0	-4.4	.
Cc1cccc(NS(=O)(=O)c2ccc(C)c(C(=O)NCC(c3cccs3)N3CCOCC3)c2)c1 (centres undefined)	0.4	-7.1	1.5	-2.2	-5.4	.	-0.6
Cc1ccc(C(=O)COc2ccc3ccc(=O)oc3c2)cc1	5.0	-29.8	-14.1	3.6	-5.0	6.0	-33.9
C[C@@H]1CN([C@@H](C)CO)C(=O)Cc2cc(NS(C)(=O)=O)ccc2O[C@H]1CN(C)C	-0.5	-0.3	11.6	-0.8	-4.1	-1.2	-12.7
CCC(=O)N(CC)C[C@@H]1[C@@H](c2ccccc2)[C@H](CO)N1C(=O)C1CCC1	1.2	-3.2	19.0	-1.3	9.1	-5.0	5.8
COc1ccccc1NC(=O)NC1CCCc2ccccc21 (centres undefined)	3.1	11.7	-10.8	-0.9	2.8	-6.5	22.1
COc1cccc(N/C(N)=N/c2nc(C(F)(F)F)cc(C(F)(F)F)n2)c1	-0.2	-5.8	-1.1	-2.6	2.4	-3.7	2.9
CO[C@H]1O[C@H](CO)[C@@H](OC(=O)Nc2ccc3c(c2)OCO3)[C@@H]2OC(=O)[C@@H](Cc3ccccc3)C/C=C/C[C@H](Cc3ccccc3)C(=O)O[C@@H]12	-3.0	5.4	.	2.6	-4.4	8.4	.
Cn1c(=O)c2[nH]c(=O)cnc2n(C)c1=S	6.7	4.0	-2.1	0.7	-1.4	0.6	13.5
COc1cc2c(cc1OC)C(C)N(C(=O)c1ccc(Br)o1)CC2 (centres undefined)	.	.	-20.2	.	.	5.5	19.8
Cc1ccc(S(=O)(=O)Nc2ccc3c(c2)C(=O)N([C@@H](C)CO)C[C@@H](C)[C@@H](CN(C)C(=O)Nc2cccc4ccccc24)OCCCC[C@H](C)O3)cc1	-1.1	-0.8	4.5	-1.3	3.9	1.2	9.7
CC(=O)N(C)C[C@H]1Oc2ncc(C#Cc3ccncc3)cc2C(=O)N([C@H](C)CO)C[C@H]1C	-0.5	-11.6	-12.4	-2.0	19.9	2.0	.
CC(C)CN(C(=O)C1CC1)c1c(N)n(Cc2ccccc2)c(=O)[nH]c1=O	-3.3	-3.3	-1.3	-3.5	10.2	-4.5	-13.7
